KCNQ1 act = human KCNQ1 channel potentiation or activation; CHO-K1 KCNQ1, thallium flux FluxOR fluorescence; active compounds read high; AID 2648; B-score at 10 µM; P51787; actives 0.35% (n = 310,000);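 active = fluorescence ratio B-score, a plate-corrected score, at least three library SD, with initial intensity B-score within 5 SD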
Target sequence (P51787 whole entry, looked up): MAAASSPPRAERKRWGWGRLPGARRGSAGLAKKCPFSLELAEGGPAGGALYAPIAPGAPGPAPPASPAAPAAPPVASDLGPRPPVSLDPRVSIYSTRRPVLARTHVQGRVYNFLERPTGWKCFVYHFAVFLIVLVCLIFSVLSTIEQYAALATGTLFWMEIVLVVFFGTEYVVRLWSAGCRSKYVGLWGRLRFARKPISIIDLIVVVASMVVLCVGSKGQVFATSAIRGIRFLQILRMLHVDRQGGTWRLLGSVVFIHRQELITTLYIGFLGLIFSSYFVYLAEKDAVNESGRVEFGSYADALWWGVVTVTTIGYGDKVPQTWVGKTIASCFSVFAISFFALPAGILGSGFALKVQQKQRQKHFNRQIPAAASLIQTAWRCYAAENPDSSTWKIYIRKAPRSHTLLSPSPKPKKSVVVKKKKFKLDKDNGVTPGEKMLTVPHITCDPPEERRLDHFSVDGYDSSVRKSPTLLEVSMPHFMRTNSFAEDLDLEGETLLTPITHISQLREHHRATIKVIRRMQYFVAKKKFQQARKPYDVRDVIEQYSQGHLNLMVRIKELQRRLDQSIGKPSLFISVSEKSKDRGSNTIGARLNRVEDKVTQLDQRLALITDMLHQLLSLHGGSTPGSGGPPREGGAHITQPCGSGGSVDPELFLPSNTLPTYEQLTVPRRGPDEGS
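Doses: Single concentration per compound, DMSO matched to controls | Test system: KCNQ1-transfected CHO-K1 cells | Timing: 90 min dye loading and 20 min compound exposure, both at room temperature | Measured by: Kinetic FluxOR thallium fluorescence, 10-s 1-Hz baseline, 110-s post-stimulus read | Medium: Assay buffer with matched DMSO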
DYRK1A inh = inhibitors of rat Dyrk1A kinase. Q63470. ADP-Glo luminescence, NFATc1 peptide. inhibition, % at 12.5 µM. actives 0.43% (n = 310,000). AID 504441; in the data active = inhibition above about 50%;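 also: plate controls were vehicle with enzyme for no effect and no enzyme for full effect; many of its hits are not listed in these tables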
KCNK9 block = human KCNK9 channel inhibition. actives 1.2% (n = 310,000). Q9NPC2. B-score at 10 µM. AID 488922. HEK293 KCNK9, FluxOR thallium flux fluorescence; active compounds read low;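 active = ratio B-score over 3 SD below the library mean, with starting fluorescence within 5 SD of its mean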;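 also: negative B-score means less thallium flux so channel inhibition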
HDAC3 inh = human HDAC3 inhibition; inhibition, % at 8.3 µM; O15379; recombinant HDAC3, fluorogenic peptide/trypsin coupled, fluorescence; actives 0.15% (n = 320,000); in the data active = inhibition above about 26%, passing the limit was not always enough
Target sequence (O15379 whole entry, looked up): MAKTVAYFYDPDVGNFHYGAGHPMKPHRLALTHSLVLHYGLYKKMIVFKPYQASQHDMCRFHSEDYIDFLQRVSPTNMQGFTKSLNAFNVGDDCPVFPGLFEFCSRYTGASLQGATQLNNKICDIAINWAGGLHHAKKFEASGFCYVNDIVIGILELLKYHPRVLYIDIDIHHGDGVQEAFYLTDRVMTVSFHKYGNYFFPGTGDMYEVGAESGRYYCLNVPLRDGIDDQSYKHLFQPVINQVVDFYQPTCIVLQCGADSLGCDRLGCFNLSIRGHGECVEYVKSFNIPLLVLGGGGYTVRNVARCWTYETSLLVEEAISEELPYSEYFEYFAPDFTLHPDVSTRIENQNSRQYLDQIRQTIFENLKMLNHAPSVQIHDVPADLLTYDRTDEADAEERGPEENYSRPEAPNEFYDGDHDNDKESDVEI
TRPC4 PAM = TRPC4 (mouse) allosteric potentiation; Q9QUQ5; HEK293 TRPC4beta/mu-opioid, DAMGO EC20, Fluo-4 Ca2+ flux; active compounds read high; B-score at 10 µM; actives 0.42% (n = 310,000); AID 2227;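 active = B-score of calcium response area above 5 SD of library B-scores, with initial fluorescence ratio within 5 SD of library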;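 also: B-score of integrated fluorescence ratio over time as area under calcium response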
TRPC4 act = TRPC4 (mouse) channel activation; Q9QUQ5; HEK293 TRPC4beta/mu-opioid, Fluo4 calcium fluorescence; active compounds read high; B-score at 10 µM; actives 0.49% (n = 310,000); AID 2237;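 active = B-score above 5 SD of library B-scores, and initial fluorescence ratio not above library mean plus 5 SD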;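 also: positive B-score marks a calcium rise read as TRPC4 activation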
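Assay system: HEK293 stable line with TRPC4beta plus mu-opioid receptor; schedule: 45 min room-temperature Fluo4 loading, 110 s read; technique: kinetic Fluo4 calcium fluorescence; evaluation: integrated baseline-normalised fluorescence ratio, converted to per-well B score; controls: buffer (low) and maximal DAMGO (high)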
hERG protect = shields human hERG channel from block by proarrhythmic agents; Q12809; CHO-hERG, FluxOR thallium flux, dofetilide IC70 present; activation (rescue from dofetilide block), less the hit threshold, % at 10 µM; actives 0.51% (n = 310,000);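 active = activation above the mean of controls blocked by dofetilide plus 5 SD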;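 also: thallium influx through hERG after potassium depolarization seen as dye fluorescence rise; in these data hits start at about 4.7%; inactives centre near -7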
ANO1 activ = activators or potentiators of mouse TMEM16A chloride channel; HEK293 TMEM16A/YFP-H148Q/I152L, iodide quench fluorescence; active compounds read low; Q8BHY3; B-score at 10 µM; actives 0.3% (n = 340,000); AID 623877;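 active = fluorescence-ratio B-score plate-corrected deviation score at least 3 library SD below zero, with starting fluorescence score within 5 deviations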;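 also: channel opened by trigger with iodide after compound preincubation; score built on the fluorescence ratio of max minus min over baseline; more negative score means more quench and so TMEM16A activation or potentiation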
ANO1 block = mouse TMEM16A channel inhibition, primary screen; HEK293 TMEM16A/YFP iodide influx fluorescence, ionomycin; normalized B-score (activity score, 25-100; higher = stronger inhibition) at 10 µM; actives 1.2% (n = 310,000); AID 588511;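 active = ratio plate-corrected score three or more library SD toward inhibition, starting fluorescence score within five deviations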;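 also: score derived from kinetic fluorescence span divided by baseline fluorescence per well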
KCNK3 block = human KCNK3 channel inhibition, primary screen; O14649; CHO-KCNK3 thallium flux, FluxOR fluorescence; active compounds read low; B-score at 10 µM; actives 0.84% (n = 340,000); AID 602410;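 active = B-score under library mean minus 4 SD, starting fluorescence ratio at most library mean plus 5 SD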;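 also: more negative B-score means stronger inhibition of thallium flux through KCNK3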
KCNQ1 inh = human KCNQ1 channel inhibition; B-score at 10 µM; CHO-K1 KCNQ1, FluxOR thallium flux fluorescence; active compounds read high; P51787; actives 1.3% (n = 310,000); AID 2642;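 active = compounds whose thallium flux B-score, printed positive for inhibition, exceeds three library SD while starting fluorescence stays within three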;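 also: channel opened by potassium depolarization with thallium stimulus after 20 min compound exposure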
* = called active by the depositor; i = inactive; . = no result given. Only part of the results is shown. The share of hits here may be higher or lower than overall.

SMILES	KCNQ1 act	DYRK1A inh	KCNK9 block	HDAC3 inh	TRPC4 PAM	TRPC4 act	hERG protect	ANO1 activ	ANO1 block	KCNK3 block	KCNQ1 inh
COC(=O)c1ccc(COC(=O)c2ccc(-n3cnnn3)cc2)o1	i	2	i	9	i	i	-14	i	i	i	i
O=C(CCNS(=O)(=O)c1cccc2nsnc12)N1CC(=O)N(CCc2ccccc2)C(=O)C1	i	2	i	0	i	i	-8	i	i	i	i
CC(C)CC(=O)Nc1ccc([N+](=O)[O-])cc1Cl	i	2	i	-7	i	i	-11	i	i	i	i
CCOC(=O)N1CCN(C(=O)c2cc3c(=O)n4cccc(C)c4nc3s2)CC1	i	10	i	-21	i	i	-1	i	i	i	i
O=C(O)CCCC(=O)Nc1ccn(-c2ccccc2)n1	i	-4	i	3	i	i	0	i	i	i	i
COc1ccccc1-n1c(SC)nc(O)cc1=O	i	3	i	4	i	i	-15	i	i	i	i
CCCCCCn1c(-c2ccco2)nc2oc3cc(OC)ccc3c(=O)c2c1=O	i	10	i	-1	i	i	-15	i	i	i	i
Cn1cnc2c1c(=O)[nH]c(=O)n2Cc1ccccc1	i	0	i	-8	i	i	-16	i	i	i	i
COc1ccc(N2CCN(Cc3nc(Cc4cccc(F)c4)no3)C(C)C2)cc1 (stereo not given)	i	-1	i	-1	i	i	-3	i	i	i	i
CC(C)(C)C1CCc2c(C(=O)NNC(=O)/C=C/C(=O)O)csc2C1 (stereo not given)	i	-8	i	4	i	i	-14	i	i	i	i
CC(C)n1nnnc1SCC(=O)N1CCOCC1	i	-3	i	1	i	i	-5	i	i	i	i
C/C=C/C=C/C(=O)[C@@H]1[C@@H]([C@]2(C)OC(=O)C(C)=C2O)[C@H]2/C(=C(O)/C=C/C=C/C)C(=O)[C@]1(C)C(=O)C2(C)O (stereo not given in full)	i	11	i	10	i	i	-4	i	i	i	i
Cn1cnnc1SCC(=O)Nc1cccc(S(=O)(=O)N2CCCCCC2)c1	i	-5	i	.	i	i	-6	i	i	i	i
Cc1c(Cl)cccc1NC(=O)c1ncn[nH]1	i	5	i	-8	i	i	-17	i	i	i	i
COc1cc(/C=N/NC(=O)c2cccc(S(=O)(=O)N3CCOCC3)c2)cc(OC)c1O	i	-5	i	4	i	i	-10	i	i	i	i
O=C(CN1CCOCC1)Nc1nc(-c2ccc3c(c2)CCN3S(=O)(=O)c2ccccc2)cs1	i	-2	i	0	i	i	-9	i	i	i	i
CCC(=O)Nc1ccc(-n2nnnc2SCC(=O)NNC(=O)c2ccco2)cc1	i	.	i	-3	i	i	-14	.	i	.	i
Fc1ccc(-c2nc3ccncc3[nH]2)cc1	i	17	i	3	i	i	-10	i	i	i	i
COc1ccc2c(c1)C1(Nc3ccccc3C(=O)N1c1ccccc1)C(=O)N2 (stereo not given)	i	-2	i	-6	i	i	-3	i	i	i	i
O=C(CSc1nnc(CNC(=O)c2ccccc2)o1)NCc1ccco1	i	.	i	.	i	i	-1	i	i	i	i
CS(=O)(=O)Cc1ccc(C(=O)N(CCc2ccccc2)Cc2ccccc2)cc1	i	-1	i	0	i	i	-8	i	i	i	i
Cc1cccc2cc(CNC3CCCC3)c(Cl)nc12	i	-3	i	3	i	i	-11	i	i	i	i
COC(=O)c1sccc1NC(=O)/C=C/c1ccc(Cl)cc1Cl	i	0	i	8	i	i	-3	i	i	i	i
Cc1nc2ccc(S(=O)(=O)NCC(=O)N3CCN(c4ccccc4)CC3)cc2s1	i	-4	i	7	i	i	-1	i	i	i	i
NC(=O)C1CCN(C(=O)CN(c2ccc3c(c2)OCCO3)S(=O)(=O)c2ccccc2)CC1	i	-4	i	.	i	i	-5	i	i	i	i
CCn1c(SCc2nc3cc(OC)c(OC)cc3c(=O)[nH]2)nc2ccccc21	i	.	i	8	i	i	-15	i	i	i	i
CCN(CC)C(=O)CSc1nc(-c2ccco2)cc(C(F)(F)F)c1C#N	i	-5	i	-5	i	i	-7	i	i	i	i
Cc1ccc(S(=O)(=O)CCC(=O)NCCN2C(=O)S/C(=C\c3ccccc3)C2=O)cc1	i	-2	i	4	i	i	-10	i	i	i	i
O=C(c1cccc(-c2ccco2)c1)N1CCCC(N2CCN(c3ccc(F)cc3)CC2)C1 (stereo not given)	i	-5	i	5	i	i	-4	i	i	i	i
Cc1ccc(-n2ncc(N(C)C)c(Cl)c2=O)cc1	i	10	i	3	i	i	-7	i	i	i	i

Quoted at random: 4 compounds from above
SMILES	KCNQ1 act	DYRK1A inh	KCNK9 block	HDAC3 inh	TRPC4 PAM	TRPC4 act	hERG protect	ANO1 activ	ANO1 block	KCNK3 block	KCNQ1 inh
Cc1cccc2cc(CNC3CCCC3)c(Cl)nc12	i	-3	i	3	i	i	-11	i	i	i	i
COc1ccc2c(c1)C1(Nc3ccccc3C(=O)N1c1ccccc1)C(=O)N2 (stereo not given)	i	-2	i	-6	i	i	-3	i	i	i	i
Fc1ccc(-c2nc3ccncc3[nH]2)cc1	i	17	i	3	i	i	-10	i	i	i	i
O=C(CN1CCOCC1)Nc1nc(-c2ccc3c(c2)CCN3S(=O)(=O)c2ccccc2)cs1	i	-2	i	0	i	i	-9	i	i	i	i

Going on with the list.
SMILES	KCNQ1 act	DYRK1A inh	KCNK9 block	HDAC3 inh	TRPC4 PAM	TRPC4 act	hERG protect	ANO1 activ	ANO1 block	KCNK3 block	KCNQ1 inh
O=[N+]([O-])c1ccc(S(=O)(=O)Nc2ccc(S(=O)(=O)N3CCCC3)cc2)cc1	i	-9	i	0	i	i	-2	i	i	i	i
Cc1ccc(NC(=O)Cn2c(-c3ccc(F)cc3)cnc2SCC(=O)Nc2c(C)cccc2C)cc1	i	-2	i	-4	i	i	-8	i	i	i	i
O=C1c2sc3nc4c(c(=O)n3c2C(=O)N1c1ccccc1)CCC4	i	5	i	3	i	i	-5	i	i	i	i
CC(=O)Nc1cccc(-c2csc(Nc3ncccn3)n2)c1	i	.	i	.	i	i	3	.	.	.	i
COC(=O)CCN(C(=O)c1ccc([N+](=O)[O-])cc1)c1ccccn1	i	1	i	-4	i	i	-9	i	i	i	11*
CC(CN1C(C)CCCC1C)OC(=O)c1ccc(Cl)cc1Cl (stereo not given)	i	-6	i	-8	i	i	-1	i	i	i	i
CN(C)CCCN(C(=O)c1cccs1)c1nc2cc3c(cc2s1)OCO3	i	7	i	6	i	i	-10	i	i	i	i
CC(=O)Nc1ccc2nc(CN3CCC(CO)(CCc4ccccc4)CC3)ccc2c1	i	-4	i	-4	i	i	-14	i	i	i	i
Cc1ccc(NC(=O)c2cc(-c3cccs3)nc3ccccc23)nc1	i	0	i	-13	i	i	-20	i	i	-11*	6*
Cc1ccc(NS(=O)(=O)c2cc(C(=O)N3CCCC3)ccc2C)cc1C	i	5	i	-3	i	i	-2	i	i	i	i
O=C(NCC(c1ccco1)N1CCc2ccccc21)c1cccc([N+](=O)[O-])c1 (stereo not given)	i	-6	i	3	i	i	-18	i	i	i	i
COCCCNCC(=O)c1c(N)n(Cc2ccccc2)c(=O)n(C)c1=O	i	3	i	3	i	i	-7	i	i	i	i
CSc1ccccc1OCc1cc(C(=O)N2CCNC(=O)C2)no1	i	-4	i	5	i	i	-12	i	i	i	i
COc1ccc2c(COC(=O)c3cccc(S(=O)(=O)NCC(C)C)c3)cc(=O)oc2c1	i	8	-9.3*	-15	i	i	-22	i	i	-11*	i
CCOC(=O)C1=C(O)C(=O)N(Cc2ccc(C(C)(C)C)cc2)CC1	i	-2	i	0	i	i	-17	i	i	i	i
CC(C)CN(C(=O)COC(=O)c1c2c(nc3ccccc13)CCC2)c1c(N)n(Cc2ccccc2)c(=O)[nH]c1=O	i	2	i	5	i	i	-14	i	i	i	i
CCC1CCc2sc(C(=O)N(C)CC(=O)Nc3ccc(OC)cc3)cc2C1 (stereo not given)	i	-7	i	.	i	i	-7	i	i	i	i
OCCNCCCCCOc1ccc(F)cc1	i	-1	i	-3	i	i	-3	i	i	i	i
Clc1ccc(-c2nnc(NCCN3CCCC3)c3ccccc23)cc1	i	0	i	-3	i	i	-11	i	i	i	i
CCCC(=O)c1c(NC)cc(C)oc1=O	i	3	i	0	i	i	-6	i	i	i	i
COC(=O)C(Cc1ccccc1)NC(=O)CNS(=O)(=O)c1ccc(Br)cc1 (stereo not given)	i	-6	i	1	i	i	-6	i	i	i	i
COc1cccc(NC(=O)COC(=O)c2c(F)cccc2F)c1	i	-3	i	3	i	i	2	i	i	i	i
COc1cc(CNCCCN2CCOCC2)ccc1OCC(=O)Nc1cccc(C(F)(F)F)c1	i	11	i	8	i	i	-10	i	i	i	i
Cc1cccc(NC(=O)CCN2C(=O)C3C4CCC(C4)C3C2=O)c1C (stereo not given)	i	-2	i	-2	i	i	-9	i	i	i	i
Cc1ccc(S(=O)(=O)NCCCC(=O)C=[N+]=[N-])cc1	.	5	.	-1	.	.	.	i	i	i	.
COc1ccc(CN(CCC(c2ccc(F)cc2)C2CCOC(C)(C)C2)C(=O)c2ccco2)cc1 (stereo not given)	i	1	-11*	16	i	i	-26	i	i	i	i
Cc1ccccc1NC(=O)c1cc(S(=O)(=O)N2CCOCC2)ccc1F	i	10	i	-1	i	i	-6	i	i	i	i
CS(=O)(=O)N(CC(=O)NCc1cccnc1)Cc1ccc(Cl)cc1	i	22	i	-4	i	i	-1	i	i	i	i
Cc1nn(C)c(-c2n[nH]c(=S)n2Cc2ccco2)c1Cl	i	4	i	2	i	i	-9	i	i	i	i
COc1ccc(C(=O)NCCNc2nc3cc(C)c(C)cc3cc2C)cc1	i	1	i	5	i	i	-5	i	i	i	i
O=C(c1ccc(Cl)cc1)N1CCC(=O)N(C(CO)Cc2ccccc2)CC1 (stereo not given)	i	9	i	-2	i	i	-11	i	i	i	i
COc1ccc(-c2noc(CNC(=O)c3ccc4c(c3)OCO4)n2)cc1OC	i	0	i	3	i	i	-4	i	i	i	i
CSc1nnc(C(C)(C)C)c(=O)n1/N=C/c1ccccc1O	i	-5	i	10	i	i	-18	i	i	i	i
CC[C@@]12C(=O)N(c3cccc(Br)c3)C(=O)N1[C@H](c1cccc(C)c1)[C@@H]1C(=O)N(Cc3ccccc3)C(=O)[C@@H]12	i	10	i	6	i	i	-3	i	i	i	i
C/C(=N\NC(=O)C1CCCC1)c1ccc(C(C)C)cc1	i	4	i	10	i	i	-3	i	i	i	i
Cc1ccc(OCCOCCn2ccnc2)c(Br)c1	i	-19	i	-3	i	i	-6	i	i	i	i

Screens (PubChem)
